Assay outcomes deposited in PubChem BioAssay by several laboratories.
DAX1 inh-1: inhibitors of DAX1 repression of SF-1 activated StAR promoter. HEK293T StAR-luciferase reporter, SF-1/DAX-1 repression relief. inhibition, % at 6.8 µM. actives 1.1% (n = 370,000). AID 652010;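 active means inhibition above the mean over all tested compounds plus 3 SD, cut at about 3.6% in these data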;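 further: 0% = DAX-1 cells with DMSO and 100% = cells lacking DAX-1 with DMSO; higher inhibition means more luminescence from relief of DAX-1 repression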
NR1D1 modulator: Rev-erb alpha (human) modulation; AID 1259318; activity, % at 10 µM; Rev-erbα–FITC-DNA binding, fluorescence polarization, 90 min; actives 0.79% (n = 370,000); P20393;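 active means activity above about 14%, limit read from the data; passing the limit was not always enough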;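 further: 0% = DMSO wells with 35 nM protein and 100% = DMSO wells with 750 nM protein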
Target sequence (P20393 whole entry, looked up): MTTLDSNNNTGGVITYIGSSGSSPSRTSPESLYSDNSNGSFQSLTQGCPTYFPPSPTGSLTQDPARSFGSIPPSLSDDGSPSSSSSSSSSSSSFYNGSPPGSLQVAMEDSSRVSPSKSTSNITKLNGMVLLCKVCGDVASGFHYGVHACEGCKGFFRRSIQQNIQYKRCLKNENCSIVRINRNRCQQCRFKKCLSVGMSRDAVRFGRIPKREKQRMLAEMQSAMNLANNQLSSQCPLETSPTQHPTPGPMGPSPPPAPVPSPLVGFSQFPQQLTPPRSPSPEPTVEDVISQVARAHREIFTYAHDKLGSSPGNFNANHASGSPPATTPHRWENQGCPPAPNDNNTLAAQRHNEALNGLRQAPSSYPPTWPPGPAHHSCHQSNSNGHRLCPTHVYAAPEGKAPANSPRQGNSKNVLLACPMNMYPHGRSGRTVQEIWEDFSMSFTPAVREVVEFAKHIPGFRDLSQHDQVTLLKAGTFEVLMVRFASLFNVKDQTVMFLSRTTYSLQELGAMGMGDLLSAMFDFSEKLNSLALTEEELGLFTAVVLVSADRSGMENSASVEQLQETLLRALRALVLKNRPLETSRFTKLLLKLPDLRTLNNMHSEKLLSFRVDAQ
ssDAF12 agonist: activators of S. stercoralis DAF-12 nuclear receptor. HEK293 ssDAF-12/GRIP1 lit1-tk-luc reporter, luminescence; % of 3 µM dafachronic acid response. activation, % at 6.8 µM. actives 1% (n = 370,000). AID 652126;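 active means activation above the mean over all tested compounds plus 3 SD, cut at about 0.9% in these data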;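 further: 0% = DMSO-only wells and 100% = 3 µM delta7-dafachronic acid wells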
PLC-gamma1 inh: inhibitors of human phospholipase C gamma1; inhibition, % at 12.2 µM; actives 0.84% (n = 370,000); purified PLC-gamma1, fluorogenic substrate, fluorescence; in the data active means inhibition above about 9.5%
PLC-beta3 inh: blocks human PLC-beta3 enzyme activity | Q01970 | Purified PLC-beta3, fluorogenic substrate, fluorescence | inhibition, % at 12.2 µM | actives 0.18% (n = 370,000) | AID 720704; in the data active means inhibition above about 11%;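 further: 0% = median of compound wells on plate and 100% = full blocker control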
MBD2 DNA inh: blocks human MBD2 binding to methylated DNA | inhibition, % at 4.4 µM | TR-FRET, MBD2 binding to methylated oligonucleotide | actives 0.31% (n = 370,000); in the data active means inhibition above about 13%
hgDAF-12 ag: agonists of H. glycines DAF-12 nuclear receptor. HEK293 GAL4-hgDAF12 UAS-luciferase reporter, agonist luminescence; normalized to butyrate control. activation, % at 6.8 µM. actives 1.8% (n = 370,000). AID 687014;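 active means activation above a cutoff set at the mean of all screened compounds plus 3 SD, cut at about 10% in these data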;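 further: 0% = DMSO wells and 100% = sodium butyrate wells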
ADAM17 inh: inhibits human ADAM17. P78536. recombinant ADAM17, EDANS/DABCYL FRET peptide cleavage. inhibition, % at 6.95 µM. actives 0.83% (n = 370,000);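 active means inhibition above the mean of compounds lying between control limits plus 3 SD, set per campaign, cut at about 8.5% in these data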;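 further: 0% = DMSO-only wells as the low control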
hcDAF12 agonist: activates DAF-12 receptor from parasite H. contortus; HEK293 hcDAF-12 lit1-tk-luc reporter, luminescence; 0% DMSO, 100% Δ7-dafachronic acid; activation, % at 6.8 µM; actives 1.4% (n = 370,000); AID 652067;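 active means activation above the mean of all tested compounds plus 3 SD, cut at about 5.5% in these data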;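 further: 100% = response to 3 µM Δ7-dafachronic acid high control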
DAX1 inh-2: inhibits human nuclear receptor DAX1. actives 0.99% (n = 340,000). HEK293 Gal4-DAX1 luciferase reporter, luminescence. AID 504766. inhibition, % at 6.75 µM;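 active means inhibition above the mean over all tested compounds plus 3 SD, cut at about 4.2% in these data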;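 further: 0% = DAX1-transfected cells with DMSO and 100% = empty-vector control cells with DMSO; inhibition shows as a rise in luminescence from relieved DAX1 repression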
Target sequence (P51843 207-470 limits assumed): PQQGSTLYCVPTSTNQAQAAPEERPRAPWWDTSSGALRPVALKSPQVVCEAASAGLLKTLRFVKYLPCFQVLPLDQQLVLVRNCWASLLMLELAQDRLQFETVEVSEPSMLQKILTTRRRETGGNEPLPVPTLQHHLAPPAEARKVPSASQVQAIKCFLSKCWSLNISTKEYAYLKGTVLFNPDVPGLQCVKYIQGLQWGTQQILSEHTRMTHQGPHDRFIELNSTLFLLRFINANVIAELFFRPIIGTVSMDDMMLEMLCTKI
SMARCA2 act: increases SMARCA2 function in MMTV reporter cells | MG213 cells, MMTV-luciferase reporter, dexamethasone, overnight | actives 1% (n = 370,000) | activation, % at 9.1 µM | AID 652017; in the data active means activation above about 7.8%;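 further: 0% = vehicle wells and 100% = reference activator wells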
The depositor's hits bear a star; nt = not tested or not shown; & = joins results of further samples.

SMILES | DAX1 inh-1 | NR1D1 modulator | ssDAF12 agonist | PLC-gamma1 inh | PLC-beta3 inh | MBD2 DNA inh | hgDAF-12 ag | ADAM17 inh | hcDAF12 agonist | DAX1 inh-2 | SMARCA2 act
Cc1noc(C)c1C(=O)OCC(=O)NC1CC1 | -0.4 | 0 | -1.0 | 6 | 3 | 4 | 0.4 | -7 | -1.1 | 1.3 | 0
CCC1=[N+](C)c2cccc3cccc(c23)N1C | 0.2 | -5 | -0.6 | -1 | 1 | -1 | 1.3 | -6 | -0.9 | -0.2 | -1
O=C(c1ccc2oc(CCCc3ccccc3)nc2c1)N1CCCC(CCCO)C1 (stereo not given) | -1.6 | 2 | -0.7 | -1 | -5 | -5 | -3.5 | 4 | -1.3 | -0.4 | -2
Cc1ccc(-c2cc(C(=O)NCCN3CCOCC3)no2)cc1 | 0.1 | -3 | -1.3 | 2 | -2 | 0 | -0.7 | -5 | 0.1 | 0.0 | -1
COc1ccc(OC)c(S(=O)(=O)Nc2cc3c4c(c2)CC(=O)N4CCC3)c1 | 0.6 | -1 | -1.2 | -4 | -10 | 1 | 0.8 | -4 | 1.4 | -1.4 | -2
Cc1cc(C(F)F)n2ncc(C(=O)NCCc3ccccc3Cl)c2n1 | -0.4 | -5 | -1.8 | -58 | -69 | 1 | -3.0 | -1 | -3.1 | 2.2 | 0
COCCn1c(=O)[nH]c2cc(C(=O)N3CCN(c4ccc(OC)cc4)CC3)ccc2c1=O | 1.1 | 2 | -0.2 | 2 | -2 | 3 | 1.5 | 5 | 0.3 | 0.0 | -4
Cn1c(=O)c2c(ncn2CC(=O)OCC(=O)NNC(=O)c2ccc(Cl)cc2)n(C)c1=O | -1.2 | 1 | -1.1 | 1 | 0 | 1 | 0.8 | -3 | 0.1 | 0.7 | 0
O=C(Cc1ccccc1)NCC(=O)N1CCN(c2ccccc2F)CC1 | 0.7 | 2 | -1.2 | 1 | -3 | -1 | -2.1 | 0 | 0.8 | 0.6 | -1
CC1CCc2nc(NC(=O)c3ccco3)sc2C1 (stereo not given) | -0.8 | 0 | -1.7 | -10 | -9 | -12 | -5.2 | 0 | 0.0 | -4.8 | -5
C[C@@H]1CN([C@H](C)CO)C(=O)c2c(c3ccccc3n2C)-c2ccccc2CO[C@@H]1CN(C)S(=O)(=O)c1cccs1 | -2.1 | 0 | -1.4 | 2 | -2 | 7 | -2.9 | 4 | -0.3 | 1.1 | -5
Cc1cc(C)cc(-n2ccnc2SCC(=O)Nc2nccs2)c1 | -0.1 | -4 | -1.5 | 3 | 2 | 2 | 1.4 | -1 | -0.9 | 0.0 | -1
O=C1Cc2ccccc2C(=O)N1OCc1ccc(Cl)cc1 | 0.1 | -5 | 0.9* | -4 | -8 | -3 | -0.5 | -4 | 3.0 | -1.0 | -4
O=C(c1ccccc1)N1CCN(C(=O)c2ccc3c(c2)OCCO3)CC1 | 0.1 | 2 | -1.3 | 0 | -3 | -5 | 3.0 | -2 | -2.1 | 0.5 | 1
CC(NC(=O)C12CC3(C)CC(C)(CC(C)(C3)C1)C2)C(=O)O (stereo not given) | -0.1 | -4 | -1.2 | 1 | 3 | 7 | -1.7 | -4 | -1.2 | -0.8 | -2
O=S(=O)(Cc1noc(-c2ccc(OC(F)(F)F)cc2)n1)c1ccc(F)cc1 | 0.5 | 2 | -0.3 | 0 | -8 | 2 | 2.5 | -1 | 0.2 | nt | 2
CCOC(=O)c1c(C)[nH]c(C(=O)OCC(=O)N(C)c2c(N)n(Cc3ccccc3)c(=O)[nH]c2=O)c1C | -0.3 | -7 | -1.1 | -9 | -18 | -3 | 0.4 | -6 | 0.2 | -0.5 | -4
CCc1nc2ccc(C(=O)NCCN3CCNC3=O)cn2c1N(C)Cc1ccc(OC)cc1 | -0.3 | -4 | -1.3 | 0 | -4 | 0 | 2.4 | -7 | -2.2 | nt | -3
O=c1[nH]nc2c3ccccc3occ1-2 | 1.1 | 3 | -1.1 | 5 | -1 | 5 | 0.6 | -3 | 0.2 | nt | -7
CCOC(=O)C1=C(COC(=O)c2ccc(C)c(S(=O)(=O)N3CCOCC3)c2)NC(=O)NC1C (stereo not given) | -0.3 | 0 | -1.2 | 0 | -3 | 2 | 0.2 | -4 | -1.2 | -0.3 | 1
CC/C=C/C(=O)N1CC2(CC(c3cccc(NC(=O)CC)c3)=NO2)C[C@H]1C(N)=O (stereo not given in full) | 0.1 | 0 | -1.1 | 6 | 3 | -1 | 1.3 | -7 | -0.3 | 0.4 | 3
COc1ccc(NC(=O)c2cc3sccc3n2Cc2ccc(F)cc2)cc1OC | 0.4 | 2 | -1.2 | -15 | -26 | -1 | 2.3 | 9.8* | 0.7 | 0.3 | 4
CCOc1ccc(C(=O)N2CCCC2)cc1OC | 0.0 | -4 | -0.6 | 2 | 8 | 5 | 0.8 | -1 | 0.1 | 1.1 | 4
CCC1=C(OC(=O)N(CC)CC)N2C(=O)OC(=NCCc3c[nH]c4ccccc34)[C@]2(Cc2ccccc2)[C@H]2C1=CC[C@H]1C(=O)N(c3ccccc3)C(=O)[C@H]12 | 0.7 | -1 | -0.9 | -2 | -2 | 5 | 2.8 | 3 | 2.0 | 2.2 | 3
COC(=O)C1=C(C)N(CCCCCC(=O)O)C(=O)NC1c1ccccc1 (stereo not given) | 0.0 | -5 | -0.9 | 1 | 5 | 0 | -0.7 | -2 | -0.8 | 1.1 | 0

Records listed above that bear a hit mark in ADAM17 inh:
SMILES | DAX1 inh-1 | NR1D1 modulator | ssDAF12 agonist | PLC-gamma1 inh | PLC-beta3 inh | MBD2 DNA inh | ADAM17 inh | hcDAF12 agonist | DAX1 inh-2 | SMARCA2 act
COc1ccc(NC(=O)c2cc3sccc3n2Cc2ccc(F)cc2)cc1OC | 0.4 | 2 | -1.2 | -15 | -26 | -1 | 9.8* | 0.7 | 0.3 | 4

Back to the main list; the two compounds before the break are reprinted first.
SMILES | DAX1 inh-1 | NR1D1 modulator | ssDAF12 agonist | PLC-gamma1 inh | PLC-beta3 inh | MBD2 DNA inh | hgDAF-12 ag | ADAM17 inh | hcDAF12 agonist | DAX1 inh-2 | SMARCA2 act
CCC1=C(OC(=O)N(CC)CC)N2C(=O)OC(=NCCc3c[nH]c4ccccc34)[C@]2(Cc2ccccc2)[C@H]2C1=CC[C@H]1C(=O)N(c3ccccc3)C(=O)[C@H]12 | 0.7 | -1 | -0.9 | -2 | -2 | 5 | 2.8 | 3 | 2.0 | 2.2 | 3
COC(=O)C1=C(C)N(CCCCCC(=O)O)C(=O)NC1c1ccccc1 (stereo not given) | 0.0 | -5 | -0.9 | 1 | 5 | 0 | -0.7 | -2 | -0.8 | 1.1 | 0
CN(C)c1ccc(C=c2c3cc([N+](=O)[O-])ccc3n3c2cc(-c2ccccc2)[n+]3C)cc1 | -5.4 | 2 | -1.7 | 5 | 9 | 3 | -6.2 | 3 | -3.2 | -2.3 | -9
O=S(=O)(c1ccc(F)cc1)N1CCN(Cc2cc3c(cc2Br)OCCO3)CC1 | -2.1 | -2 | -1.4 | 2 | -6 | 2 | -1.4 | 3 | -1.3 | -0.2 | -3
CC(C)Cn1c(N)c(C(=O)CSc2nnnn2-c2ccc(Cl)cc2)c(=O)n(C)c1=O | 1.0 | -1 | -0.9 | 4 | -16 | -4 | -3.1 | -2 | 0.6 | 3.9 | 7
CCC(C)(C)NC(=O)C(c1ccccc1Cl)N(C(=O)CCC(=O)Nc1cc(C)on1)C1CC1 (stereo not given) | -0.4 | -6 | -0.9 | 1 | -4 | 0 | -1.1 | 0 | -1.1 | -2.0 | -2
Cc1ccc(OCC(=O)N(Cc2ccc(C)o2)C2CCS(=O)(=O)C2)cc1 (stereo not given) | -0.1 | 0 | -1.1 | -2 | -6 | -2 | 0.8 | -1 | -1.4 | 0.1 | 0
CCc1ccccc1N1CSC2=C(C#N)C(c3cc(OC)c(OC)cc3OC)CC(=O)N2C1 (stereo not given) | -0.4 | 5 | -0.3 | -14 | -21 | 0 | -0.7 | 0 | -1.7 | -0.9 | -2
NC(=NCCc1c[nH]c2ccccc12)NS(=O)(=O)c1cc(F)ccc1F | -0.5 | 2 | -1.6 | 0 | 0 | -5 | 0.0 | -2 | -0.6 | -0.3 | 1
CCOC(=O)C1=C2SCC(=O)N2C(N)=C(C#N)C1 | -0.4 | 3 | -1.3 | -3 | -8 | 0 | -1.1 | -3 | -2.1 | -0.3 | -3
O=C1CC(O)C(Cc2ccccc2)N1 (stereo not given) | -0.4 | -7 | 0.3 | 9 | -2 | 11 | 3.0 | -5 | -1.1 | nt | -4
COc1cc(CC(=O)OC2CCOC2=O)cc(OC)c1OC (stereo not given) | -0.6 | -5 | -1.3 | 2 | -1 | 8 | 0.0 | -3 | -1.1 | 1.5 | -2
O=C(Cc1ccc(F)cc1)OCn1nnc2ccccc2c1=O | 0.2 | -7 | -1.2 | 0 | -5 | 0 | 0.0 | -4 | 0.6 | 2.0 | 3
COc1cccc(/C=N/n2c(N)c(S(=O)(=O)c3cccs3)c3nc4ccccc4nc32)c1OC | 0.0 | 3 | -1.4 | -1 | -1 | 2 | -2.4 | -2 | -1.4 | 1.8 | -3
COc1ccccc1NC(=O)c1cccc(NC(=O)c2ccco2)c1 | -0.9 | 0 | -1.5 | 1 | 2 | 2 | -2.0 | 2 | -2.5 | -1.0 | -1
Cc1ccc(NC(=S)Nc2ccccn2)cc1C | 1.0 | -6 | 1.8* | 0 | -8 | -2 | 13* | 5 | 8.6* | nt | 5
CCOc1ccc(S(=O)(=O)N(C)c2ccc(OCC(=O)N3c4ccc(C)cc4C4CN(C)CCC43)cc2)cc1 (stereo not given) | 0.0 | 0 | -1.6 | -2 | -9 | -1 | -1.7 | -3 | -0.8 | 0.6 | 0
O=C1CC(N2CCN(c3ccc(S(=O)(=O)N4CCOCC4)cc3)CC2)C(=O)N1Cc1ccccc1 (stereo not given) | 1.0 | 2 | -1.2 | -1 | -2 | -2 | -0.3 | 0 | -0.5 | 1.3 | -1
O=c1cc(N2CCc3ccccc3C2)[nH]c(=O)n1-c1ccc(Cl)cc1 | 0.1 | -5 | -2.2 | -1 | 1 | 5 | 2.9 | -8 | -1.6 | 0.0 | 0
COc1ccc(C)cc1NC(=O)C1CCN(S(=O)(=O)c2c(C)noc2C)CC1 | 1.0 | 2 | -0.6 | 0 | -7 | 1 | 3.3 | 3 | 3.9 | 0.5 | -2
COC(=O)c1c(C)[nH]c(C(=O)C(C)OC(=O)c2cnc(C)cn2)c1C (stereo not given) | 0.7 | -1 | -0.3 | -2 | -3 | 0 | -0.9 | -1 | 0.1 | 1.4 | -3
CN(C)CCCOc1nn(Cc2ccccc2)c2ccccc12 | 0.1 | 4&2 | -1.1 | 3 | 4 | 3 | -0.7 | -6 | -0.1 | 0.6 | -2
CN(CC(=O)Nc1ccccc1Br)C(=O)c1cc(Cl)nc2ccccc12 | -1.9 | -6 | -0.7 | 0 | -7 | 8 | -1.8 | -7 | 1.1 | -0.2 | -2
O=C(COc1ccccc1C(=O)c1cnn(-c2ccccc2)c1)Nc1ccccc1 | 0.3 | -2 | -0.8 | 2 | 0 | 3 | 5.3 | -1 | 1.9 | -1.1 | 6
CN(C)S(=O)(=O)c1ccc(Cl)c(NC(=O)CN2CCN(c3ccccn3)CC2)c1 | -0.2 | -10 | -1.2 | 1 | -1 | -3 | 1.6 | -2 | -1.6 | -0.5 | 2
C=C(c1ccc(O)cc1)c1ccc(O)cc1 | 0.1 | 0 | -0.5 | -25 | -24 | 3 | -1.1 | -2 | 0.9 | -0.4 | 0

Compounds as they come. About 7.4% of those tested had a hit in this group.
